Eya2 phos inh – blocks the phosphatase activity of human Eya2 | Potency, µM (highest dose often 76.9 µM), without a hit: at the highest dose activity, negative = inhibition, hits mostly inhibitors | actives 0.006% (n = 330,000) | O00167 | recombinant Eya2, OMFP fluorescence dephosphorylation (OMFP is methylfluorescein phosphate) | AID 488837; further: potency means the concentration at half of the fitted maximal effect; on the % scale 0 is the no-effect control and ±100 the full control effect
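Eya2 protein (added as 0.2 uM solution) was preincubated with compound for 10 min at ambient temperature in 50 mM HEPES pH 7.5, 50 mM NaCl, 5 uM MgCl2, 0.05% BSA, 1 mM DTT. OMFP (added at 50 uM) then reacted 10 min; fluorescence read at 485/525 nm.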
ELG1 repair inh – blocks ELG1-dependent DNA repair in HEK293T cells | HEK293T ELG1-luciferase reporter, luminescence, 16 h; DNA damage induced by 5-fluorouridine | Potency, µM (top dose mostly 46.1 µM), without a hit: at the top dose activity change, negative = inhibition, most hits filed as inhibitors | actives 2.3% (n = 330,000) | AID 504467; further: potency means the concentration at half of the fitted maximal effect; on the % scale 0 is the no-effect control and ±100 the full control effect; nearly all actives have a fitted effect of over 55% in size
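Quantitative HTS, concentration-response format. 2,000 cells/well co-treated with 5-fluorouridine and compound, 16 hr in 5% CO2 at 37 °C; ONE-Glo luminescence read after 30 min.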
TCR activator – T cell receptor activation. primary human leukocytes, anti-CD3, IL-2 HTRF, 48 h. Potency, µM (highest dose often 9.22 µM), for the others: top-dose activation of IL-2 secretion, most hits filed as activators. 330,000 tested, under 10 active. AID 504894; further: % of control where 0% means no effect
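IL-2 release read by HTRF sandwich (Eu cryptate donor, d2 acceptor, 665 nm emission) after 48 hr exposure of primary human leukocytes to compound together with anti-CD3 beads in the absence of co-stimulatory signals.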
KCNH2 3.1 block – blocks the human KCNH2 3.1 channel isoform; U2OS KCNH2 3.1, thallium flux FluxOr; hits give low values; activity change, % (tested at about 1.8 µM); AID 720553; actives 0.95% (n = 340,000);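 active means maximum activity change below -70%; inconclusive means maximum activity change from -70% to -50%; inactive means maximum activity change above -50%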;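 further: thallium influx rate constant from kinetic fluorescence after stimulation buffer; on the % scale 0 is the no-effect control and ±100 the full control effect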
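Channel expression came from 3.1 mutant virus (1.77 x 10^8 /mL) applied to suspended U2OS cells for 4 h. Flux was tracked with FluxOr dye plus Red40 quencher, and kinetic rate constants normalized to controls.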
KCNH2 WT inh – blocks the wildtype human KCNH2 potassium channel | U2OS, BacMam KCNH2, thallium flux FluxOr; hits give low values | AID 720551 | Q12809 | activity change, % at 1.84 µM | actives 0.37% (n = 340,000);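 active means maximum activity change below -70%; inconclusive means maximum activity change between -70% and -50%; inactive means maximum activity change above -50%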; further: on the % scale 0 is the no-effect control and ±100 the full control effect
Target sequence (Q12809 whole entry, looked up): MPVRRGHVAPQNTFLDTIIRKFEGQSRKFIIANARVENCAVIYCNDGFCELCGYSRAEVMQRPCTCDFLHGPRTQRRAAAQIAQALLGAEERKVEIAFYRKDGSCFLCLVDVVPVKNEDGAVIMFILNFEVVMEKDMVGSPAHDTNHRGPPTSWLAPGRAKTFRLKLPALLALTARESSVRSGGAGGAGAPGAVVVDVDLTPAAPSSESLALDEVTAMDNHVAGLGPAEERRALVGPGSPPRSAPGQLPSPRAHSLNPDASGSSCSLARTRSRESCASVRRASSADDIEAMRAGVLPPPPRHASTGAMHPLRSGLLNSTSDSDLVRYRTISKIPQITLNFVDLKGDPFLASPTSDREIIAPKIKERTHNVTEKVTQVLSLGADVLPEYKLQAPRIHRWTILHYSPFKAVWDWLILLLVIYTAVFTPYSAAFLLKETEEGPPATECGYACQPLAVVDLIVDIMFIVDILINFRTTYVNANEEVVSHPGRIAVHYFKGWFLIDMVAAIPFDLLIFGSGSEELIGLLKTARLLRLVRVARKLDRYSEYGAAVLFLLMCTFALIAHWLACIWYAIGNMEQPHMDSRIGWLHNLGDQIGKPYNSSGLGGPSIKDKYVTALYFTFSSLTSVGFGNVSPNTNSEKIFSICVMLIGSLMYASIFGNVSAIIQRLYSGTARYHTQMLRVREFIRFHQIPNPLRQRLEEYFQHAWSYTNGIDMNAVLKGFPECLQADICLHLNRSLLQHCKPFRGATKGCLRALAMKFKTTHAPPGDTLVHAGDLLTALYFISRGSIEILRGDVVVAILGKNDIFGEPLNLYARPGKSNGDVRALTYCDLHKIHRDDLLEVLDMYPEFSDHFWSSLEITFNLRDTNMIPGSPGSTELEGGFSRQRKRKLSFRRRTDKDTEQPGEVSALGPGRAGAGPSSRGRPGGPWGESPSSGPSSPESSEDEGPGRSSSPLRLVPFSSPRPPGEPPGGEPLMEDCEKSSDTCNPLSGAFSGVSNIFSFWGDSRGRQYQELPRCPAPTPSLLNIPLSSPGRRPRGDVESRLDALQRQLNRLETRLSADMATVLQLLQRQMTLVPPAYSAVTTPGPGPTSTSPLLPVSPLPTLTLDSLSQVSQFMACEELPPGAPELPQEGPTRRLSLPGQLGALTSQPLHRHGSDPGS
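U2OS cells were transduced with wild-type KCNH2 virus (2.03 x 10^8 / mL) for 4 h at room temperature, then cultured overnight at 37 C. Thallium flux was read with FluxOr dye. Rate constants were normalized to DMSO controls.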
TRPV1 ag – human TRPV1 agonism | TRPV1-expressing cells, Fluo-8 calcium influx, agonist mode | actives 0.19% (n = 320,000) | activation, % at 8.33 µM; in the data active means activation above about 80%; inconclusive means between about 30% and that limit; further: 0% is about no effect
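Fluo-8 calcium influx in TRPV1-expressing cells, kinetic read (ex 480/em 520 nm). Compound added and read 3 min for agonist activity, followed by capsaicin at EC20 final and 2 min further read for enhancement.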
TSHR antag – antagonists of human thyroid stimulating hormone receptor | P16473 | TSHR-expressing cells, TSH-stimulated cAMP HTRF, 2 h; hits give low values | activity change, negative = inhibition, % at 11.5 µM | actives 0.2% (n = 330,000) | AID 504810;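 active means activity change below a set negative limit, meaning inhibition stronger than a set level, cut at about -70% in these data; inconclusive means activity change between two set negative limits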; further: on the % scale 0 is the no-effect control and ±100 the full control effect
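Freshly harvested TSHR cells receive pin-tooled compound, then EC80 TSH at 4nM final. After 2 hours at 37 deg C, antibody in lysis buffer and cAMP-d2 are added; 30 minutes at ambient temperature precede the HTRF read.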
Mito fusion yeast – blocks mitochondrial division or promotes mitochondrial fusion. Potency, µM (highest dose often 46.1 µM), inactives show top-dose growth rescue (activation), most hits filed as activators. S. cerevisiae fusion-defective mutant growth rescue, CellTiterGlo 48 h. actives 0.23% (n = 320,000);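 further: potency means the concentration at half of the fitted maximal effect; % of control where 0% means no effect; nearly all actives have a fitted effect of over 45% in size; temperature-sensitive fusion mutants such as fzo1-1 at 37 °C on non-fermentable ethanol glycerol medium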
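Luminescent cell viability in 1536-well qHTS format served as the measure of rescued growth in ts fusion-mutant S. cerevisiae cultured on non-fermentable YPEG for 48 hours at 37C.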
AT treatment – potential ataxia-telangiectasia treatments restoring KAP-1 phosphorylation; […] A-T fibroblasts, KAP-1 phosphorylation AlphaLISA; neocarzinostatin DNA damage 30 min before lysis; Potency, µM (titrated, usually from 57.5 µM), without a hit: top-dose activation, usual class: activators; actives 0.19% (n = 320,000); AID 485349; further: potency means the concentration at half of the fitted maximal effect; % of control where 0% means no effect; nearly all actives have a fitted effect of over 45% in size
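ATM-like activity read as KAP-1 phosphorylation via AlphaLISA donor/acceptor antibody pairs after lysis and 6 hr at 25C. Cells were ATM-null patient fibroblasts ([…], hTERT), dosed 60 min, then exposed to the DSB inducer NCS for 30 min.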
USP2a inh – USP2a (human) protease inhibition; USP2 core, Ub-CHOP2 coupled fluorogenic reporter, 485/531; O75604; Potency, µM (titrated, usually from 38.3 µM), for inactives: at the highest dose activity change, negative = inhibition, usual class: inhibitors; actives 0.01% (n = 330,000); AID 463254;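 further: potency means the concentration at half of the fitted maximal effect; plate controls were DMSO wells for no effect and full inhibition by NEM control for full effect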
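Deubiquitinase activity read as fluorescence (485/531 nm) after Ub-CHOP2 cleavage activates the enterokinase reporter on its substrate; USP2 core 10nM, Ub-CHOP2 and substrate 25nM each, 30min compound preincubation then 60min RT; data normalized to NEM, curves fitted.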
* hit, by the source's call; ? = inconclusive; / = not tested or not shown; [ ] = dose if it differs, or a comment. Unless noted, the call rests on the fitted dose curve; in most records, active means well fitted curve in the direction sought with a large enough effect; inconclusive means small, poorly fitted or top-dose-only effect, or another doubt; inactive means no such curve, though single readings can be large; an effect the other way counts as inactive or inconclusive. These rows are one share of the data, so the mix of outcomes need not match the whole.

SMILES	Eya2 phos inh	ELG1 repair inh	TCR activator	KCNH2 3.1 block	KCNH2 WT inh	TRPV1 ag	TSHR antag	Mito fusion yeast	AT treatment	USP2a inh
CCN(CC)c1nc(Nc2ccc([N+](=O)[O-])cc2)nc(N(CC)CC)n1	-5%	?	-4%	6	-3	0	-4	-3%	10%	2%
Cc1cc(NC(=O)CCC(=O)N(CC(=O)NC2CCCC2)c2ccc(Cl)cc2)no1	-5%	6%	-6%	11	-9	5	19	-4%	-2%	0%
Cc1ccc(NC(=O)c2cccs2)cc1NC(=O)c1ccccc1Cl	2%	0%	13%	15	-8	20	9	11%	-5%	0%
COc1ccc2c(c1)OCC1=C2CCC2(C)C(=O)CC=C12 (centres undefined)	4%	-23%	/	/	/	2	-3	-4%	1%	1%
Fc1ccc2cnc(-c3ccccc3)c(-c3ccc(C(F)(F)F)cc3)c2c1	6%	7%	-5%	20	15	?	-10	-17%	9%	-1%
C=CCn1c(SCC(=O)NCC)nc2sc3c(c2c1=O)CCC3	15%	20%	-4%	-2	11	14	3	13%	7%	1%
CCn1c(COc2ccccc2)nnc1SCC(=O)NC1CCCCC1	8%	-5%	3%	-5	-176*	-8	-3	0%	-3%	-2%
COc1ccc(CCN(C)C(=O)COc2ccc(N(C)S(=O)(=O)c3ccc(C)cc3)cc2)cc1OC	-6%	-19%	0%	0	14	-1	10	-4%	5%	-3%
O=C(Nc1ccccc1OC(F)F)c1ccc(F)cc1	11%	14%	-5%	8	-10	12	15	-4%	4%	-1%
CC[C@H](C)[C@@H]1NC(=O)c2cc([N+](=O)[O-])cc(I)c2NCC[C@@H](C(N)=O)NC(=O)[C@H](CCCN=C(N)N)NC1=O	10%	15%	3%	1	2	-3	2	-2%	-8%	3%
Cc1cc2ncn(/N=C/c3ccc(-c4ccccc4)o3)c2cc1C	-1%	-5%	2%	4	-11	-3	16	-3%	11%	-4%
COc1ccc(-c2cn(CCN)c(-c3ccncc3)n2)cc1	5%	?	6%	11	-17	-4	0	-10%	13%	0%
Oc1[nH]c2ccccc2c1N=Nc1ccccc1	-3%	?	6%	-26	-3	8	-9	2%[0.369 µM]	-3%	?
CCN(CC)CCCNC(=S)N1CCN(c2nc3ccccc3n2CC)CC1	-7%	4%	-3%	-20	20	3	0	-2%	-10%	-1%
COC/C=C/C1=CC2=CC(=O)C(C)(OC(=O)c3cnc4ccccc4n3)C(=O)C2=CN1C1CCCCC1 (centres undefined)	5%	32%	/	/	/	3	-19	0%	4%	-2%
CC1(C)CC(=O)CC(C)(C)N1OC(=O)c1ccco1	-2%	8%	-3%	-7	-3	4	6	1%	-2%	0%
CSc1ccccc1C(=O)N1CCN(c2ccc(F)cc2)CC1	-26%	8%	3%	-13	-9	2	-7	1%	1%	3%
CCOc1cc2c(cc1/C=C/c1noc(C)c1[N+](=O)[O-])OC(C)C2 (centres undefined)	18%	0%	-6%	-41	-37	20	7	0%	-3%	2%
COc1ccc(OC)c(CCNC(=O)CC2Oc3ccccc3NC2=O)c1 (centres undefined)	-4%	?	-1%	-12	-11	3	5	2%	-5%	3%
CC(C)C(=O)Nc1cc(S(=O)(=O)N2CCOCC2)ccc1N1CCCCC1	2%	-3%	-1%	6	-6	/	-11	/	8%	0%
COc1cc(C(=O)OCC(=O)c2ccc(S(=O)(=O)N3CCCCC3)cc2)cc(OC)c1OC	-16%	?	-3%	20	-1	0	-2	-1%	7%	-2%
COc1ccccc1N1CCN(C2CCCN(C(=O)CCc3cnn(C)c3)C2)CC1 (centres undefined)	14%	-11%	-2%	2	-3	0	0	1%	0%	-2%
CC1=C(C(=O)OC(C)(C)C)C(c2ccc(Br)cc2)NC(=O)N1CCCC(=O)O (centres undefined)	5%	14%	8%	2	5	3	-22	0%	-7%	4%
CCOC(=O)c1nc(Nc2cc(C)cc(C)c2)c2ccccc2n1	-7%	?	0%	-6	-4	20	-8	3%	3%	-1%
CCOC(=O)c1cn(-c2nc(-c3ccc(Cl)cc3)cs2)c2c(F)c(N3CC(C)OC(C)C3)c(F)cc2c1=O (centres undefined)	6%	-13%	/	/	/	1	-15	1%	-1%	1%

Single values from the entries so far.
Entry of CC1(C)CC(=O)CC(C)(C)N1OC(=O)c1ccco1 in KCNH2 WT inh: -3
Entry of CC[C@H](C)[C@@H]1NC(=O)c2cc([N+](=O)[O-])cc(I)c2NCC[C@@H](C(N)=O)NC(=O)[C@H](CCCN=C(N)N)NC1=O in KCNH2 WT inh: 2
Entry of Oc1[nH]c2ccccc2c1N=Nc1ccccc1 in TCR activator: 6%
Entry of Cc1cc2ncn(/N=C/c3ccc(-c4ccccc4)o3)c2cc1C in Mito fusion yeast: -3%
Entry of CC1=C(C(=O)OC(C)(C)C)C(c2ccc(Br)cc2)NC(=O)N1CCCC(=O)O (centres undefined) in AT treatment: -7%
Entry of COC/C=C/C1=CC2=CC(=O)C(C)(OC(=O)c3cnc4ccccc4n3)C(=O)C2=CN1C1CCCCC1 (centres undefined) in Eya2 phos inh: 5%

(further entries)
SMILES	Eya2 phos inh	ELG1 repair inh	TCR activator	KCNH2 3.1 block	KCNH2 WT inh	TRPV1 ag	TSHR antag	Mito fusion yeast	AT treatment	USP2a inh
CCC(=O)c1cn(CC(=O)O)c2ccccc12	12%	-1%	-3%	13	5	0	9	-7%	0%	1%
Cc1ccc(OCc2ccoc2C(=O)O)cc1C	12%	?	0%	4	-1	-3	1	0%	-1%	0%
Cc1cc(C)n(CC(=O)NCc2ccccc2)c(=O)c1C#N	-2%	4%	/	5	-10	-3	3	1%	-1%	-1%
Cc1nc2cc3sc(C)nc3cc2s1	-8%	?	3%	-8	3	0	7	0%	-1%	0%
Clc1ccc(Cl)c(OCCN2CCCC2)c1	11%	-12%	8%	14	12	2	-1	-9%	2%	1%
CCNC(=O)N(CC)C[C@H]1N[C@@](Cc2ccccc2)(C(=O)OC)[C@H]2C(=O)N(C)C(=O)[C@@H]12	10%	8%	-2%	3	-20	/	6	/	-3%	0%
CC(C)c1ccc(NC(=O)c2ccc3c(c2)C(=O)N(Cc2cccnc2)C3=O)cc1	8%	-11%	11%	2	-19	4	-26	-2%	6%	1%
COc1ccc(S(=O)(=O)Oc2ccc3ccccc3c2)cc1	1%	?	3%[46.1 µM]	1	-1	21	-13	19%	22%	0%
COc1ccc(Cl)cc1NC(=O)COC(=O)C1CC1	-3%	10%	1%	6	6	1	-11	9%	4%	3%
Cc1cccc(C(=O)OCC(=O)c2cccc(Br)c2)c1O	-5%	?	-1%	-14	4	1	-6	2%	3%	0%
CC(C)(C)C1=C(C#N)C(c2cc3c(cc2Br)OCO3)C(C#N)=C(N)O1 (centres undefined)	1%	-3%	1%	-18	7	4	0	0%	8%	1%
COc1ccc(S(=O)(=O)N(CC(=O)NCc2cccnc2)Cc2ccccc2)cc1	-7%	-10%	0%	2	16	8	8	-3%	-2%	-1%
COc1cc(CNc2ncn[nH]2)ccc1OCc1cccc(C)c1	3%	?	6%	10	0	24	-6	3%	2%	4%
CON(C)c1nc(OCCNC(=O)OCc2ccc(Cl)cc2C)nc(N(C)C)n1	-10%	?	-1%[46.1 µM]	-10	-6	6	0	-1%	/	-1%
CN(C)/C=C1\C(=O)N(C)N=C1C(F)(F)F	?	7%	-5%	/	16	0	-3	3%	-2%	2%
O=C(OCCN=C1NS(=O)(=O)c2ccccc21)c1ccncc1	-5%	-6%	-4%	-7	30	0	3	1%	2%	6%
COC(=O)C(Cc1c[nH]c2ccccc12)N1CCS(=O)(=O)CC1 (centres undefined)	-4%	-3%	-5%	-1	-11	4	4	-3%	0%	2%
CCCCCNC(=O)c1cc(S(=O)(=O)N2CCCCC2)ccc1F	-5%	?	4%	?	-14	23	-20	1%	4%	-7%

Reprinted at random: two records from the list, in no set order.
SMILES	Eya2 phos inh	ELG1 repair inh	TCR activator	KCNH2 3.1 block	KCNH2 WT inh	TRPV1 ag	TSHR antag	Mito fusion yeast	AT treatment	USP2a inh
Cc1nc2cc3sc(C)nc3cc2s1	-8%	?	3%	-8	3	0	7	0%	-1%	0%
Cc1cccc(C(=O)OCC(=O)c2cccc(Br)c2)c1O	-5%	?	-1%	-14	4	1	-6	2%	3%	0%

High-throughput results (PubChem BioAssay)
